# Screens deposited in PubChem by National Center for Advancing Translational Sciences (NCATS).
# Shiga inhibitor – inhibitors of Shiga toxin in Vero cells; Vero cells, Shiga toxin protein synthesis inhibition reporter; inhibition, % at 38.7 µM; actives 9.2% (n = 290,000); in the data active = inhibition mostly above about 28%, no sharp cut-off; inactive = mostly below about 43%; note: 0% is about no effect
# AMA1 RON2 block – disrupts binding of P. falciparum AMA1 to RON2 | AlphaScreen AMA1-biotinylated RON2 peptide binding | Potency, µM (top dose mostly 58.2 µM), inactives show at the top dose activity change, negative = inhibition, hits mostly inhibitors | actives 0.2% (n = 360,000) | AID 720542;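 note: potency is the fitted concentration of half-maximal effect; 0% = vehicle wells and -100% = peptide control; nearly all actives have a fitted effect of over 45% in size; some results filed as inactive show a strong effect at the top dose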
#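 AMA1 (3D7) with his tag at 25 nM final met compounds first, then biotinylated RON2 peptide at 25 nM; detection used donor plus acceptor beads, 10 µg/mL apiece, read by AlphaScreen after 30 min at room temperature.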
# Giardia FBPA inh – blocks Giardia fructose-bisphosphate aldolase activity; A8B2U2; actives 0.71% (n = 290,000); Potency, µM (top dose mostly 59.6 µM), for the others: at the highest dose activity, negative = inhibition, usual class: inhibitors; AID 2451; purified Giardia FBPA; note: potency is the fitted concentration of half-maximal effect; % is set by controls: 0 for no effect and ±100 for the full control effect; nearly all actives have a fitted effect of over 55% in size
# Target sequence (A8B2U2 whole entry, looked up): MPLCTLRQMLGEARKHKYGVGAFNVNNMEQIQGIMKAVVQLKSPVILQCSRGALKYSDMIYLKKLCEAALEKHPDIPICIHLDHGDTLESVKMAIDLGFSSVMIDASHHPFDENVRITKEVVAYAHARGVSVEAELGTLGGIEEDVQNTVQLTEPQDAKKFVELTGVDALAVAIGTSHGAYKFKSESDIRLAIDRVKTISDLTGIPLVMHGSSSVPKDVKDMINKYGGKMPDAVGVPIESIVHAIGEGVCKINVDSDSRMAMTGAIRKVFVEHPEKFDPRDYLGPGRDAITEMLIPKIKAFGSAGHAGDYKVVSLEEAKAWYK
#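 40 nM FBPA preincubated 10 min at RT with compound (up to 57.5 uM final), then substrate plus GAPDH/TPI/NAD/arsenate coupling and diaphorase/resazurin added. Fluorescence read after 20 min at RT, 525/598 nm.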
# Cycloheximide cs – counter-screen hit for Shiga toxin inhibitors, cycloheximide; actives 12% (n = 300,000); cell reporter, cycloheximide protein synthesis inhibition counterscreen; max response, %; in the data active = max response mostly above about 13%, no sharp cut-off; inactive = mostly below about 14%; note: read at 38.3 µM for the half of the compounds with a filed dose; 0% is about no effect
# AmpC no deterg – AmpC beta-lactamase inhibition without detergent; P00811; AmpC nitrocefin hydrolysis, absorbance 480 nm, 0.0001% Triton; Potency, µM (highest dose often 57.1 µM), for the others: at the top dose activity change, negative = inhibition, usual class: inhibitors; actives 0.52% (n = 330,000);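 note: potency is the fitted concentration of half-maximal effect; plate controls were no compound for no effect and no enzyme for full effect; nearly all actives have a fitted effect of over 20% in size; some results filed as inactive show a strong effect at the top dose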
# Target sequence (P00811 whole entry, looked up): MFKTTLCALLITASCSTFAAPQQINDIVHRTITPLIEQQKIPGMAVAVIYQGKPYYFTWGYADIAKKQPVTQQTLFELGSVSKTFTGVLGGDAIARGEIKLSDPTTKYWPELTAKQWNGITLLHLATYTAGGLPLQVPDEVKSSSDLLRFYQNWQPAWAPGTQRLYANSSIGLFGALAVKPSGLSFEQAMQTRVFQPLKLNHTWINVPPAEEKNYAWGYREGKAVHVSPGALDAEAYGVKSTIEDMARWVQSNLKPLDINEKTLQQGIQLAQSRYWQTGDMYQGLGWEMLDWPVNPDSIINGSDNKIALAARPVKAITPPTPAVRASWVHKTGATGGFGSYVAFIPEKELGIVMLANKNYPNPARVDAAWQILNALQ
#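 20 mM phosphate pH 7.0 + 0.01% (detergent screen) or 0.0001% Triton X-100; 5.3 nM AmpC reagent; cpd preinc 15 min RT; nitrocefin (800 uM stock) to start; A480 q20 s × 4 min; Activity was normalised to no-enzyme and no-compound control wells.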
# HCMV antiviral – inhibitors of human cytomegalovirus | HFF cells, HCMV-luciferase reporter, 72 h; stronger effect = lower value | activity change, negative = inhibition, % at 57.5 µM | actives 4.5% (n = 410,000) | AID 1259415; in the data active = activity change below about -60%; inconclusive = no clear call, values can overlap the other calls; inactive = above about -39%; note: % is set by controls: 0 for no effect and ±100 for the full control effect
#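 Screen run at 2 compound doses on HFFs infected with reporter HCMV, MOI 1 PFU/cell. Luciferase activity from cell lysates at 72 h post infection gave inhibition relative to buffer-only and Salinomycin wells.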
# AmpC detergent – AmpC beta-lactamase inhibition with detergent present | actives 0.041% (n = 370,000) | P00811 | AmpC hydrolysis of nitrocefin, absorbance 480 nm, 0.01% Triton | AID 485294 | Potency, µM (doses to about 114 µM), without a hit: at the highest dose activity change, negative = inhibition, actives largely listed as inhibitors;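 note: potency is the fitted concentration of half-maximal effect; 0% = no-compound wells and -100% = no-enzyme wells; nearly all actives have a fitted effect of over 25% in size; some results filed as inactive show a strong effect at the top dose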
#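 AmpC (5.3 nM in the dispensed reagent) in 20 mM phosphate pH 7.0 with 0.01% (detergent screen) or 0.0001% Triton X-100 was preincubated with compounds for 15 min at room temperature. Nitrocefin was then added from an 800 uM solution, and hydrolysis was followed at 480 nm.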
# Starred values were filed as active, the others as inactive; ? = inconclusive; . = not tested or not shown; & = joins results of further samples; [ ] = another dose, or the depositor's remark. Unless noted, calls come from the whole dose curve; as a rule, active = well fitted curve in the direction sought with a large enough effect; inconclusive = small, poorly fitted or top-dose-only effect, or another doubt; inactive = no such curve, though single readings can be large; an effect the other way counts as inactive or inconclusive.
1. CN(C(=O)COC(=O)c1ccc(=O)n(Cc2ccccc2)n1)c1ccccc1
2. CCOC(=O)N1CCN(C(=O)COC(=O)CSc2ccc([N+](=O)[O-])cc2)CC1
3. CCOc1ccc(NC(=O)CN(c2cccc(C(F)(F)F)c2)S(C)(=O)=O)cc1
4. CCOc1ccc(S(=O)(=O)Nc2ccccc2C(=O)N/N=C/c2c(OC)ccc3ccccc23)cc1
5. CCCC(C(=O)NNC(=O)c1ccncc1)c1ccccc1 (stereo not drawn)
6. O=C(Nc1ccccc1)C1=C[C@H](C2CC2)C[C@H](OCCCCO)O1
7. C#CCOCCOCCOCCNc1nc(N2CCN(C(=O)[C@H](CCC(=O)O)n3cc(C(N)Cc4ccc(O)cc4)nn3)CC2)nc(N2CCN(C(=O)[C@H](Cc3ccc(O)cc3)n3cc(C(N)[C@H](C)CC)nn3)CC2)n1 (stereo partly drawn)
8. N#CC1=C(SCC(=O)Nc2cccc3cccnc23)NC(=O)C(C#N)C12CCCCC2 (stereo not drawn)
9. Cc1c(CCC(=O)NCC(=O)NCC(=O)O)c(=O)oc2cc3oc4c(c3cc12)CCCC4
10. O=C(Nc1ncn[nH]1)c1ccc(Cl)c(S(=O)(=O)N2CCCCCC2)c1
Assay by compound	1	2	3	4	5	6	7	8	9	10
Shiga inhibitor	1.8	.	-12.7	-3.3	.	104.3*	27.0	27.3	26.0	-21.1
AMA1 RON2 block	9.4%	-6.3%	2.7%	33.5%[activator]	29.3%	2.3%	.	68.4%[activator]	12.6%	79.3%[activator]
Giardia FBPA inh	0.3%	.	-2.8%	7.8%	.	-11.8%	-9.1%	?	4.9%	9.0%
Cycloheximide cs	-1.3	.	-2.6	-1.2	.	28.0*	1.5	3.3	4.6	-0.5
AmpC no deterg	-0.3%[2.29 µM]	6.1%	-3.1%	-44.6%	-14.5%	9.3%	207.0%[activator]	-19.2%	0.9%	-5.1%
HCMV antiviral	45.3	-28.8	20.9	-7.2	-14.1	9.3	.	-13.3	-35.5	-11.3
AmpC detergent	-4.8%	-16.2%	-9.9%	-1.0%	.	-7.5%	-5.2%	-11.9%	0.3%	?

11. CC(=O)Nc1nnc(SCC(=O)Nc2nc(C)cs2)s1
12. CCOC(=O)C1CCCN(C(=O)c2cc3ccc(OC)cc3[nH]2)C1 (stereo not drawn)
13. COc1ccc(NC(=O)c2nc[nH]c2C(=O)NCC(=O)OC(C)(C)C)cc1
14. CC1(C)CC(=O)/C(=N/Nc2ccc(Cl)cc2)CO1
15. CS(=O)(=O)Nc1ccc(C2=NN(C(=O)c3ccccc3)C(c3cccs3)C2)cc1 (stereo not drawn)
16. CCOc1ccc(S(=O)(=O)/N=C(/c2ccccc2)N(C)C)cc1
17. COCCNC(=O)c1ccc2c(c1)ncn2-c1cccc(C)c1
18. O=C(/C=C/c1cccc2ccccc12)c1ccncc1
19. CCOc1ccc(NC(=O)CN2CCN(CC(=O)Nc3ccccc3OC)CC2)cc1
20. COc1cc(C2c3c(-c4ccccc4O)n[nH]c3C(=O)N2Cc2ccco2)cc(OC)c1OC (stereo not drawn)
Assay by compound	11	12	13	14	15	16	17	18	19	20
Shiga inhibitor	-11.0	36.1	-7.3	93.1*	-2.7	13.4	29.9	-7.4	-1.5	17.1
AMA1 RON2 block	1.1%	-3.8%	126.4%[activator]	0.0%	12.4%	0.0%	0.0%	-14.3%	9.1%	47.8%[activator]
Giardia FBPA inh	.	7.2%	?	0.1%	-2.6%	0.1%	-12.4%	3.1%	2.9%	-4.1%
Cycloheximide cs	-4.0	22.9*	-4.6	31.8*	-1.9	-5.1	15.4*	2.0	-2.1	-0.7
AmpC no deterg	-10.5%	19.3%	40.7%	-10.8%	-42.2%	-8.6%	-12.9%	4.8%	106.9%[activator]	8.0%
HCMV antiviral	76.0	32.9	29.0	-20.8	-15.8	-11.9	16.3	-82.7*	44.4	-4.2
AmpC detergent	-2.6%	-7.3%	3.6%	-5.7%	-15.0%	5.7%	-14.0%	-0.5%	-1.9%	-5.1%

21. O=C(CCCl)N1CCN(c2nc(-c3ccccc3)cs2)CC1
22. CCCn1c(N)c(C(=O)CSc2nnc(-c3cccs3)n2C2CC2)c(=O)[nH]c1=O
23. Cc1ccccc1NC(=O)c1ccc2nc(N3CCOCC3)sc2c1
24. O=C(Nc1ccc(Cl)cc1F)C1CCN(S(=O)(=O)c2cccnc2)CC1
25. COCCNC(=O)c1nn2cccnc2c1Cl
26. Cc1cc(NC(=O)CSc2nnc(-c3ccncc3)n2-c2ccc(F)cc2)no1
27. CCCNC(=O)c1ccc(CNc2c(N3CCC(C(=O)OCC)CC3)c(=O)c2=O)cc1
28. Cc1ccc2c(CC(=O)Nc3sccc3C(N)=O)coc2c1
29. O=C(CNC(=O)[C@@H]1Cc2ccccc2CN1)Nc1ccc2c(c1)OCO2
30. COC(=O)Cc1c(O)ccn(C2CC2)c1=O
Assay by compound	21	22	23	24	25	26	27	28	29	30
Shiga inhibitor	68.7*	.	38.1*	-13.2	-10.5	-32.7	-15.3	81.5*	26.3	24.7
AMA1 RON2 block	6.0%	-7.8%	-0.4%	6.0%	-7.1%	-0.8%	5.9%	-22.9%	39.8%[activator]	0.1%
Giardia FBPA inh	-22.5%	.	-3.2%	0.9%	4.5%	8.1%	3.3%	-0.3%	.	-0.2%
Cycloheximide cs	32.7*	.	27.9*	-3.2	-6.4	-10.8	9.8	40.8*	9.2	-5.8
AmpC no deterg	19.9%	-24.1%	0.5%	-15.8%	-14.8%	-16.0%	-8.9%	-24.5%	-24.7%	-9.8%
HCMV antiviral	?	-14.5	-12.4	-15.7	83.4	-6.1	-23.5	69.9	1.9	26.9
AmpC detergent	-0.4%	.	-2.4%	-0.1%	-7.2%	-6.5%	?	4.2%	1.4%	7.2%

31. Cc1nc([N+](=O)[O-])cn1CC(=O)NCCCO
32. Cc1ccccc1/C(N)=N/OC(=O)c1cccs1
33. CO/N=C(/CNC(=O)c1ccc(F)cc1)c1ccc(Cl)cc1
34. COc1ccc(-c2cc3ncc(C(C)=O)c(C)n3n2)cc1
35. Cc1cc(C=C(C#N)C#N)ccc1N1CCCC1
36. CCOc1ccc(C(=O)NC(C(=O)N2CCC2)C(C)C)cc1 (stereo not drawn)
37. CSc1nn2c(C)c(C)c(C)nc2c1C#N
38. COc1ccccc1-c1cc(-c2ccc(C)cc2)nc(SCc2nnc(-c3ccccc3)o2)c1C#N
39. CCN(CC)c1ccc(C=C2C(=O)NC(=S)NC2=O)cc1
40. O=S(=O)(c1ccccc1)N1CCC(n2nnc3cc(F)ccc32)CC1
Assay by compound	31	32	33	34	35	36	37	38	39	40
Shiga inhibitor	-3.4	61.0*	-15.1	68.3*	19.4	.	15.0	-9.7	11.2	2.9
AMA1 RON2 block	-9.6%[2.32 µM]	3.8%	8.2%	-1.1%	4.8%	-13.3%	1.5%	4.4%	-13.4%	-2.6%
Giardia FBPA inh	3.8%	-0.9%	1.0%	0.8%	-7.8%	.	3.6%	0.0%	14.1µM*	6.1%
Cycloheximide cs	-4.1	27.1*	1.8	27.8*	-1.5	.	5.7	-2.4	17.3	-1.4
AmpC no deterg	-13.2%	-32.8%	-27.0%	-8.3%	-33.8%	2.5%	-10.5%	-33.6%	-20.7%	-19.5%
HCMV antiviral	-16.9	4.8	-6.8	1.0	?	9.8	-24.6	-21.7	-28.6	-25.7
AmpC detergent	7.0%	-5.2%	?	-10.6%	-13.1%	3.9%	-14.4%	?	7.2%	-12.7%

41. CC(=O)Nc1ccc(CN2CCN(c3cccc(C(F)(F)F)c3)CC2)cc1
42. Oc1ccccc1/C=N/N1CCN(c2ccccn2)CC1
43. Oc1c(C=Nc2ccc(Cl)cn2)sc2ccccc12
44. CCNc1nc(NCC)nc(C(=O)OCCO)n1
45. Cn1cccc1-c1nc2ccc(NC(=O)c3ccco3)cc2[nH]1
46. COc1ccc2c(c1)C(c1ccc(Cl)cc1)NC(=O)C2 (stereo not drawn)
47. COCCNC(=O)[C@H]1C[C@@H]1[C@H](NP(=O)(c1ccccc1)c1ccccc1)c1ccccc1
48. O=C(Nc1ccccc1N1CCCCC1)C1=COCCO1
49. COc1ccc2cc3c(nc2c1)OCC3
50. CC1CC2(O)c3no[n+]([O-])c3CCC2N1O (stereo not drawn)
Assay by compound	41	42	43	44	45	46	47	48	49	50
Shiga inhibitor	-10.7	89.5*	14.0*	17.8	55.8	.	9.4	.	101.9*	-1.8
AMA1 RON2 block	-26.0%	?	-24.0%	-13.4%	3.4%	1.1%	11.6%	12.0%	9.5%	-0.4%
Giardia FBPA inh	?	-3.7%	5.1%	-0.1%	-5.9%	.	1.5%&7.4%	.	3.2%	0.9%
Cycloheximide cs	-3.4	36.6*	28.6*	0.8	43.7*	.	5.1	.	20.0*	-3.5
AmpC no deterg	35.7%	-7.3%	-22.5%	-6.7%	-27.7%	-14.7%	265.4%[activator]	-11.0%	-20.2%	3.0%
HCMV antiviral	10.9	-28.0	?	-21.4	49.0	-2.3	.	-23.1	64.9	-6.4
AmpC detergent	?	3.5%	7.2%	?	?	2.2%	5.8%	2.5%	-1.0%	?

# Sorted by length of the SMILES (descending): 3 of the compounds above
2. CCOC(=O)N1CCN(C(=O)COC(=O)CSc2ccc([N+](=O)[O-])cc2)CC1
12. CCOC(=O)C1CCCN(C(=O)c2cc3ccc(OC)cc3[nH]2)C1 (stereo not drawn)
34. COc1ccc(-c2cc3ncc(C(C)=O)c(C)n3n2)cc1
Assay by compound	2	12	34
Shiga inhibitor	.	36.1	68.3*
AMA1 RON2 block	-6.3%	-3.8%	-1.1%
Giardia FBPA inh	.	7.2%	0.8%
Cycloheximide cs	.	22.9*	27.8*
AmpC no deterg	6.1%	19.3%	-8.3%
HCMV antiviral	-28.8	32.9	1.0
AmpC detergent	-16.2%	-7.3%	-10.6%

# Remaining list, next part
51. N#Cc1sc(C(N)=O)c(-c2ccccc2)c1-c1ccccc1
52. COCCN1Cc2cccc(C(=O)NCc3ccc4c(c3)OCO4)c2C1=O
53. COCCCNC(=O)c1ccc(CS(=O)(=O)c2ccccc2C)o1
54. COc1ccccc1OCCC(=O)OCC(=O)NCc1ccccc1
55. Cn1c(=O)cc(NCc2ccccc2)[nH]c1=O
Assay by compound	51	52	53	54	55
Shiga inhibitor	7.2	-5.8	-5.7	1.3	-10.1
AMA1 RON2 block	-4.2%	10.1%	7.8%	-0.1%	0.0%
Giardia FBPA inh	4.6%	-5.3%	7.7%	-1.9%	-18.0%
Cycloheximide cs	1.5	2.2	-6.0	-1.7	-4.6
AmpC no deterg	-25.0%	29.2%	-12.6%	-3.2%	-12.1%
HCMV antiviral	-18.0	-14.1	-39.3	14.2	-13.2
AmpC detergent	-13.8%	-17.4%	-7.1%	-14.7%	-2.4%
